# Screening data: PubChem, The Scripps Research Institute Molecular Screening Center
# FBW7 activator: FBW7 E3 ligase activators, primary screen, biochemical, AlphaScreen, human; F-box/WD repeat-containing protein 7 (Homo sapiens), Q969H0; AlphaScreen FBW7–phospho-cyclin E peptide binding, activator screen; normalized activity (activation), % at 26.1 µM; hit rate 0.13% among 650,000; in the data active = normalized activity above about 1.9%;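 note: purified mutant Fbw7 with reduced substrate affinity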
# TEAD-YAP inh: TEAD-YAP interaction inhibition, primary screen, TEAD-YAP interaction inhibitor project, luminescence, HEK-TIYL cells; TEAD-Gal4/YAP UAS-luciferase luminescence; inhibition, % at 9.12 µM; hit rate 1.4% among 640,000; in the data active = inhibition above about 32%;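 note: 0% = median of test compound wells and 100% = reference inhibitor wells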
# GPR151 ag: activators of human GPR151, primary screen, cell-based, PathHunter beta-arrestin, luminescence. activation, % at 11.2 µM. PathHunter beta-arrestin GPR151 cells. hit rate 1% among 650,000. AID 1508602, 2020. G-protein coupled receptor 151 (Homo sapiens), Q8TDV0; in the data active = activation above about 4.9%;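 note: 0% = median of compound wells and 100% = cells with positive control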
# Target sequence (Q8TDV0 whole entry, looked up): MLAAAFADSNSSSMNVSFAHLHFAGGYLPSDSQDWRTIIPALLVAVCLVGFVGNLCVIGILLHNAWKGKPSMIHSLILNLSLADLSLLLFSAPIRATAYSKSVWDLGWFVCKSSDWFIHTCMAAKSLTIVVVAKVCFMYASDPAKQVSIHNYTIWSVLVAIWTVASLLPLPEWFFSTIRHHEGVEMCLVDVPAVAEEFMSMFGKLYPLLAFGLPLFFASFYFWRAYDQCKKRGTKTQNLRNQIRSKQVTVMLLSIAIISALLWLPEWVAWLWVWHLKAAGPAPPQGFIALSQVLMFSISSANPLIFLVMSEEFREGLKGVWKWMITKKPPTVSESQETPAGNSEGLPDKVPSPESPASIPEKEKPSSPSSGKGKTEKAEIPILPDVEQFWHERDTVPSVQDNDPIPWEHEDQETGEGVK
# MITF primary: MITF inhibitors, primary screen, biochemical, AlphaScreen, human. AlphaScreen MITF homodimerization, bead proximity signal. inhibition, % at 2.6 µM. hit rate 0.91% among 650,000. AID 1259374, 2018; in the data active = inhibition above about 50%;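 note: 0% = vehicle wells with protein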
# Target sequence (O75030 whole entry, looked up): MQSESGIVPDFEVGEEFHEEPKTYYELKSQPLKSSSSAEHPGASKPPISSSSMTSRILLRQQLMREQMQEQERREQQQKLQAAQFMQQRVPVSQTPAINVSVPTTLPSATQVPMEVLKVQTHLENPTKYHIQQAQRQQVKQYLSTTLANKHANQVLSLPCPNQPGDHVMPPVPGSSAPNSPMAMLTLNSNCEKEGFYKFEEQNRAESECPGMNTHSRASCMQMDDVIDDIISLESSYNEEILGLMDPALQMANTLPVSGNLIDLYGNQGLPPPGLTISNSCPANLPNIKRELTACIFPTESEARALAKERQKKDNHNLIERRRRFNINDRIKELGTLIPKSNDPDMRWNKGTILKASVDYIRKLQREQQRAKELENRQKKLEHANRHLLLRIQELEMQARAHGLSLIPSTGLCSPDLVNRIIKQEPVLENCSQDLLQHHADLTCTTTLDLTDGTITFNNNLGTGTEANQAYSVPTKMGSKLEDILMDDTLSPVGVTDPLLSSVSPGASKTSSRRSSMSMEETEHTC
# An asterisk follows results filed as active; / = no result given.
SMILES,FBW7 activator,TEAD-YAP inh,GPR151 ag,MITF primary
O=C(N/N=C/c1cc2c(cc1[N+](=O)[O-])OCO2)c1cccc2ccccc12,-0.1,-3,0.1,-1
CC(C)N(CCNC(=O)C1CCN(c2ccc(Nc3cccc(N(C)C)c3)nn2)CC1)C(C)C,-0.1,-1,-1.5,7
Cc1ccc(C(=O)OCC(=O)Nc2ccc(N(C)C)cc2)cc1NC(=O)c1ccco1,0.2,13,0.1,12
c1ccc(Oc2cccc(NC3=NCCC3)c2)cc1,0.2,-10,1.5,2
CN(C)CCOc1ccc(-c2cccc(C(F)(F)F)c2)cn1,-0.1,-4,-0.5,-7
Cc1cc(C)n(-c2ccc(NC(=O)C3CCN(Cc4ccccc4)CC3)cc2)n1,-0.1,5,1.9,-5
Cc1ccc(NC(=O)C(CC(C)C)N2C(=O)c3ccccc3C2=O)c(C)c1 (stereo unspecified),0.1,9,-0.9,4
Cc1ccc(C)c(-c2csc(NC(=O)c3ccccc3)n2)c1,0.0,-25,-0.3,11
COc1ccc(CCN2C(=O)C3C(C(=O)Nc4cccc(C)c4)C4C=CC3(O4)C2C(=O)NC2CCCC(C)C2C)cc1OC (stereo unspecified),-0.1,4,-0.3,2
CSc1nc(C(=O)N2CCc3c(cnc(C)c3CNC(=O)c3cncs3)C2)cs1,-0.2,8,2.2,7
O=C(Nc1ccc(C(F)(F)F)cc1)c1cc(S(=O)(=O)NC2CCCC2)ccc1F,0.1,13,-0.8,14
CCOC(=O)c1c(NC(=O)c2ccc(F)cc2)sc2c1CC(C)CC2 (stereo unspecified),0.0,-6,1.7,-5
Cc1cc(C)c2cc(CN(CCO)C(=O)c3ccncc3)c(=O)[nH]c2c1,-0.1,4,0.5,-1
CCOc1ccc(C2N=C(N)Nc3nc4ccccc4n32)cc1 (stereo unspecified),-0.3,6,1.0,1
CC1(C)Cc2c(sc(NC(=O)c3cc4ccccc4oc3=O)c2C(N)=O)C(C)(C)N1,0.0,14,0.2,-6
Fc1ccc(-c2nnc3sc(C4COc5ccccc5O4)nn23)cc1 (stereo unspecified),0.4,9,-2.4,16
O=C(Nc1ccc(Br)c(C(=O)c2ccccc2Cl)c1)c1cc(=O)c2ccccc2o1,0.1,-2,0.8,3
c1ccc(N=C2NNc3ccccc3S2)cc1,0.0,-31,-2.2,8
O=C1c2ccccc2C(=O)N1CCOc1cccc2ccccc12,0.3,-29,-0.7,6
CCOC(=O)C1(Cc2ccc(OC)cc2)CCN(S(=O)(=O)c2c(C)noc2C)CC1,-0.1,-2,0.7,-5
CCOc1ccc(CNC(=O)Cn2ncc3ccccc32)cc1,-0.1,-22,-2.1,10
O=C(Cc1cccc2ccccc12)N/N=C/C=C/c1cccc([N+](=O)[O-])c1,0.2,10,-1.5,10
Nc1cccc(Nc2nc(N3CCCCC3)nc(N(c3ccccc3)c3ccccc3)n2)c1,-0.1,8,2.7,-8
CC(=O)C(C(C)=O)c1cc(NS(=O)(=O)c2ccc(C)cc2)c2ccccc2c1NS(=O)(=O)c1ccc(C)cc1,0.3,0,-0.1,0
CCC1(c2ccccc2)C(=O)Nc2ccccc21 (stereo unspecified),0.4,-5,0.9,3
CCCCCn1c(SCC(=O)OCC)nc2cc(C(=O)N3CCN(C(=O)OCC)CC3)ccc2c1=O,0.7,1,-0.7,4
CC1(C)O[C@@H]2[C@@H](COC3(COS(N)(=O)=O)OC(C)(C)O[C@@H]23)O1 (stereo partly specified),-0.1,4,-0.8,17
Cc1cccc(-n2ncc3c(Nc4ccc(F)cc4)ncnc32)c1,0.1,-35,1.3,-3
C=CCN1c2ccccc2[C@]23C[C@@H](C(=O)OC)N(C(=O)c4cc(C)oc4C)C2=NC(C(=O)OC)=C(C(=O)OC)[C@H]13,0.2,/,0.8,13
COc1ccccc1NS(=O)(=O)c1cc([N+](=O)[O-])ccc1N/N=C(\C)c1cccs1,0.8,9,1.8,12
CCc1ccc(Nc2nc(-c3cc4cc(OC)ccc4oc3=O)cs2)cc1,0.6,1,0.8,1
CCOc1ccc(NC(=O)Nc2ccc(C(N)=O)cc2)cc1,0.0,-4,-0.1,-12
CC(C)(C)C(=O)COC(=O)c1cccc(N2C(=O)c3cccc([N+](=O)[O-])c3C2=O)c1,0.3,-11,0.2,18
Cc1cn(S(=O)(=O)c2ccc(Cl)cc2)c(C)n1,0.0,9,-0.2,6
COC(=O)C1=C(C)NC(=O)CC1c1cccc(Cl)c1 (stereo unspecified),-0.1,8,-1.2,7
O=C(CCN1CCCCCC1)Nc1ccccc1Cl,-0.1,4,-0.7,16
N=c1sccn1CC(=O)Nc1cc([N+](=O)[O-])ccc1F,0.2,7,2.0,-5
O=C(Nc1ccc(C(=O)O)cc1)/C(=C\c1ccc2c(c1)OCO2)NC(=O)c1ccc(Br)o1,0.1,-12,1.0,2
Cc1cc(C)nc(N2Cc3ccccc3C2=NC(=O)c2ccc3c(c2)OCCO3)n1,0.0,-6,-2.4,15
CCOC(=O)C1=C(C)NC2=C(C(=O)C(C(=O)OC)C(C)C2)C1c1cccc(Cl)c1 (stereo unspecified),-0.1,14,0.5,5
Cc1cc2c(cc1C)N(C(=O)c1ccc(F)cc1)C(C)(C)c1ssc(=S)c1-2,-0.4,-15,0.5,-14
CCC(C)NCCOCCOc1cccc(C(C)C)c1 (stereo unspecified),-0.2,-7,0.3,11
Cc1ccc(N2C(=O)C3NN=C(C(=O)c4ccco4)C3C2=O)cc1 (stereo unspecified),0.6,-20,-0.2,13
C=CCNC(=O)c1ccc(Br)cc1,-0.1,0,-0.1,-16
CC12CCC(=O)N1C(C(=O)OCC(=O)c1ccc(Cl)s1)CS2 (stereo unspecified),0.1,13,-1.9,6
Cc1ccc(C(=O)Nc2ccc3c(c2)CCCN3S(=O)(=O)c2ccc(C)cc2)cc1,0.0,-56,0.3,-3
CC(C)(C)S(=O)(=O)Nc1nccnc1-c1ccc(COc2ccccc2)cc1,0.0,-1,-0.6,-12
CCOc1ccc(/C=C/C(=O)Nc2ccc(S(=O)(=O)Nc3ncccn3)cc2)cc1,-0.1,4,2.0,7
OC(COc1ccc2c(c1)OCO2)CN1CCN(c2ccc(F)cc2)CC1 (stereo unspecified),0.6,-1,0.0,16
COc1cncc(-c2cncc(-c3ccc(Oc4ccccc4)cc3)n2)c1,0.4,2,0.6,23
CN(Cc1ccc(OCC(O)CN2CCc3ccccc3C2)cc1)Cc1nccs1 (stereo unspecified),0.0,-3,5.6*,-18
CCc1nnc(NS(=O)(=O)c2ccc(NC(=O)c3ccc(Cl)cc3)cc2)s1,-0.1,-5,1.5,-7
O=C(c1ccc(Sc2ccc(F)cc2)c([N+](=O)[O-])c1)N1CCCC1,-0.4,-2,0.2,1
Oc1ccc(-c2nc3cnccn3c2NCc2ccc3c(c2)OCO3)cc1O,-0.1,-17,0.3,11
C=CCc1cccc(C2Nc3cccc4cccc(c34)N2)c1O,0.0,4,-0.9,19
COCCN(C(=O)CC1CCCCC1)c1nnc(-c2ccc(OC)cc2)s1,-0.1,13,0.2,0
CC1CCCC(C)N1C(=O)CN1C(=O)[C@@H]2CCCN2C(=O)c2ccccc21 (stereo partly specified),-0.1,15,2.2,-8
COc1cc(OC)cc(C(=O)NC(C(=O)NCc2ccccn2)C(C)C)c1 (stereo unspecified),-0.1,0,0.9,9
Cc1noc(/C=C/c2ccco2)c1S(=O)(=O)N1CCC(C(=O)N2CCCCC2)CC1,-0.2,1,0.2,8
CCN(CC)c1ccc(NC(=O)c2cc(-c3cccc(Br)c3)nc3ccccc23)cc1,-0.1,7,1.5,2
# Later entries
SMILES,FBW7 activator,TEAD-YAP inh,GPR151 ag,MITF primary
COc1ccc(C)cc1NC(=O)CN(Cc1ccc(F)cc1)S(=O)(=O)c1ccccc1,0.0,3,-0.5,9
Cc1sc(NC(=O)CN2C(=O)NC3(CCCCCCC3)C2=O)c(C#N)c1C,-0.1,-5,1.2,-6
Cn1c(=C(C#N)C#N)c2cccc3c(Cl)ccc1c32,1.1,3,0.1,12
O=C(C1=CCCCC1)N1CCCC(c2ccn[nH]2)C1 (stereo unspecified),0.1,1,1.3,12
O=C(Nc1ccc2c(c1)C(=O)N(CC1CCCO1)C2=O)c1ccccc1Br (stereo unspecified),0.1,11,-0.2,-3
Cc1cccc(NS(=O)(=O)c2ccc3c(c2)oc(=O)n3C(=O)NC2CCCCC2)c1,0.0,-1,0.4,1
O=C(COc1cccc([N+](=O)[O-])c1)N/N=C/c1cc2c(cc1Cl)OCO2,0.0,5,-0.9,10
O=C1C(c2ccc(Cl)cc2)N(C2CCCC2)C(=O)CN1C1CCCC1 (stereo unspecified),-0.1,4,2.5,1
CC1CC(C)CN(C(=O)CCNS(=O)(=O)c2ccc3c(c2)CCC(=O)N3)C1 (stereo unspecified),-0.2,0,-0.2,2
COc1cc([N+](=O)[O-])ccc1Nc1cc(=O)[nH]c(=O)[nH]1,-0.1,-1,0.6,-13
Cc1ccc(C2=CC(c3ccc(Br)cc3)n3nnnc3N2)cc1 (stereo unspecified),-0.1,-18,0.3,-2
Cc1nc(NCc2cnn(C)c2C)sc1-c1ccn(CC2CCCCO2)n1 (stereo unspecified),-0.1,-6,-0.6,16
CCOc1ccc(/C=C/C(=O)Nc2ccc(F)cc2)cc1,0.1,-55,-5.1,27
COc1ccc(-c2noc(N3CCC(C(=O)Nc4ccc(OC)c(OC)c4)CC3)n2)cc1,0.4,9,1.2,2
O=C1CCN(Cc2cccnc2)CCN1Cc1ccc(Cl)s1,-0.3,-5,0.4,-9
Nc1nc(Oc2ccc(F)cc2)c(Br)c(=O)[nH]1,-0.1,-3,1.5,5
Cc1cc(-c2nc3ncccc3o2)ccc1N,0.0,-33,-2.7,5
CC12CCC(C(=O)N(NC(=O)c3ccccc3O)C1=O)C2(C)C (stereo unspecified),0.0,74*,-0.5,4
CCCCN(CC(=O)Nc1ccc2c(c1)OCCO2)S(=O)(=O)c1ccc(OCC)cc1,0.1,-49,0.0,18
CCCC(=O)Nc1ccc(NC(=O)CCC)c([N+](=O)[O-])c1,-0.1,-8,2.3,10
COc1ccc(S(=O)(=O)N(C)CC(=O)Nc2cc(Cl)cc(Cl)c2)cc1C,0.1,0,3.0,7
COc1ccc(-n2c(C)cc(C(=O)CN3C(=O)C(=O)N(CC(C)C)C3=O)c2C)cc1,-0.1,10,1.4,7
CC1=C(C(=O)NCc2ccccc2)C(c2ccccc2OCC(=O)O)NC(=S)N1 (stereo unspecified),-0.3,-12,1.8,7
CC1=C(C(=O)OC(C)C)C(c2ccc(Cl)cc2)C(C(=O)OC(C)C)=C(C)N1,-0.1,-6,2.5,2
COc1cc(-c2noc(CC#N)n2)ccc1OC(F)F,0.2,-8,-0.4,4
COc1ccc(-c2cc(C(F)(F)F)n3nc(C(=O)NCCc4ccccc4)c(Cl)c3n2)cc1OC,-0.1,-6,-1.3,-1
O=C(Nc1ccc(F)cc1)Nc1nnc(CSCc2ccccc2F)s1,-0.1,-1,-0.7,8
Cc1nnc2n1NC(c1ccc(F)cc1)C(C(=O)Nc1ccccc1C(F)(F)F)S2 (stereo unspecified),0.1,-1,0.2,-8
COCC(C)n1c(C)cc(C(=O)CSc2nnc(-c3ccc(OC)cc3)o2)c1C (stereo unspecified),-0.1,-3,0.2,-3
CC(=O)N1CCC(O)(c2ccc(F)cc2)CC1,0.0,-2,-0.3,-2

# Three compounds out of the list, ordered by formula weight, rising.
SMILES,FBW7 activator,TEAD-YAP inh,GPR151 ag,MITF primary
Cc1cc(-c2nc3ncccc3o2)ccc1N,0.0,-33,-2.7,5
CC1=C(C(=O)OC(C)C)C(c2ccc(Cl)cc2)C(C(=O)OC(C)C)=C(C)N1,-0.1,-6,2.5,2
CCCCN(CC(=O)Nc1ccc2c(c1)OCCO2)S(=O)(=O)c1ccc(OCC)cc1,0.1,-49,0.0,18

# More compounds follow.
SMILES,FBW7 activator,TEAD-YAP inh,GPR151 ag,MITF primary
O=C(Nc1ccc2ccccc2c1)c1cc2ccccc2oc1=O,-0.1,-12,0.1,-14
COc1ccc2c(c1)cc(C(=O)O)n2C,-0.1,0,0.1,7
CCCCCc1ccc(-c2ccc(-c3noc(-c4ccccc4Cl)n3)cc2)cc1,0.0,2,0.1,8
Cc1cccc(NC(=O)C2CCCN2C(=O)OCC(C)C)c1C (stereo unspecified),0.1,7,-0.6,1

# Of the compounds above, these contain a thiophene ring, fused or not.
SMILES,FBW7 activator,TEAD-YAP inh,GPR151 ag,MITF primary
CCOC(=O)c1c(NC(=O)c2ccc(F)cc2)sc2c1CC(C)CC2 (stereo unspecified),0.0,-6,1.7,-5
CC1(C)Cc2c(sc(NC(=O)c3cc4ccccc4oc3=O)c2C(N)=O)C(C)(C)N1,0.0,14,0.2,-6
COc1ccccc1NS(=O)(=O)c1cc([N+](=O)[O-])ccc1N/N=C(\C)c1cccs1,0.8,9,1.8,12
CC12CCC(=O)N1C(C(=O)OCC(=O)c1ccc(Cl)s1)CS2 (stereo unspecified),0.1,13,-1.9,6
Cc1sc(NC(=O)CN2C(=O)NC3(CCCCCCC3)C2=O)c(C#N)c1C,-0.1,-5,1.2,-6
O=C1CCN(Cc2cccnc2)CCN1Cc1ccc(Cl)s1,-0.3,-5,0.4,-9
